# S3 lipid droplet = qHTS Assay for Lipid Storage Modulators in Drosophila S3 Cells. Drosophila S3 cells, BODIPY lipid droplet fluorescence, 18-24 h; cells fed with added oleic acid. lipid storage change, negative = inhibition, % at the top dose, mostly 46.1 µM; hits show Potency in µM. 0.64% of 320,000 active. AID 2685; active means well fitted inhibition curve with a large enough effect in the signal ratio, with a control signal flat, not every such curve was filed as active; inconclusive means small, poorly fitted or top-dose-only effect, or effect the other way, or a change in a side signal; the % refers to the signal ratio
#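 Drosophila S3 cells got compounds at several concentrations plus oleic acid (400 uM solution). Laser-scanning cytometry with 488 nm excitation read lipid droplets at 500-530 nm and cells at 575-640 nm. Percent activity was relative to 20 uM Triacsin C.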
# S3 lipid droplet cell count max = also measured in S3 lipid droplet; calls as there; cell number change, %; measured here: cell count max response;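 cells counted by Cell Tracker Red CMTPX staining in the red channel; peak over a dose series mostly up to 46.1 µM; percent activity relative to internal control wells on each plate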
# An asterisk follows results filed as active; i = inactive; ? = inconclusive; · = not tested or not shown; [ ] = another dose, or the depositor's remark. On the % scale 0 is the no-effect control and ±100 the full control effect; potency means the concentration at half of the fitted maximal effect. The list is partial; count on the stated rates, not on these rows.
compound	S3 lipid droplet	S3 lipid droplet cell count max
O=C(NCCN1CCN(c2ccccc2)CC1)C1CCCN(S(=O)(=O)c2cnc[nH]2)C1 (stereo not given)	5%[9.22 µM]	11
O=C(NC1CCCC1)c1cc(S(=O)(=O)N2CCOCC2)c(Cl)cc1Cl	?	·
CCN1CCCC1CNC(=O)c1ccc2c(=O)n(CCOC)c(=O)[nH]c2c1 (stereo not given)	3%	8
COc1ccccc1NC(=O)CSc1nc2ccccc2c(=O)n1CC1CCCO1 (stereo not given)	?	·
COc1cc(CN2CCN(C(=O)CC(C)C)CC2)c([N+](=O)[O-])cc1OC	11%	26
Nc1c(C(=O)NCc2ccco2)nnn1CC(=O)Nc1ccc2c(c1)OCO2	?	·
Nc1ccccc1S(=O)(=O)c1ccccc1N	4%	-1
c1ccc(-c2nc3ccccc3nc2-c2ccccn2)nc1	-21%	-6
COc1ccc(CCNC(=O)c2cccnc2SC)cc1	?	·
Cc1nc(SCC(=O)Nc2c(C)n(C)n(-c3ccccc3)c2=O)nc(C)c1C	?	·
O=C(CNC1CCN(Cc2ccccc2)CC1)Nc1ccc(S(=O)(=O)N2CCCCC2)cc1	?	·
CCc1ccc(C(=O)N2CCN(c3ccc(NC(=O)c4cccnc4)cc3)CC2)cc1	?	·

# 3 structures already listed, arranged by length of the SMILES, rising:
compound	S3 lipid droplet	S3 lipid droplet cell count max
c1ccc(-c2nc3ccccc3nc2-c2ccccn2)nc1	-21%	-6
COc1cc(CN2CCN(C(=O)CC(C)C)CC2)c([N+](=O)[O-])cc1OC	11%	26
O=C(CNC1CCN(Cc2ccccc2)CC1)Nc1ccc(S(=O)(=O)N2CCCCC2)cc1	?	·

# The listing continues.
compound	S3 lipid droplet	S3 lipid droplet cell count max
COc1cccc(-c2nnc3sc(C4CCCCC4)nn23)c1	?	·
COc1ccc(CCN=Cc2ccccc2O)cc1OC	-7%	1
O=C(NCc1ccco1)C(=O)c1c[nH]c2ccccc12	?	·
COc1ccc(-c2cc(=O)oc3cc(OC(C)C(=O)NC(Cc4c[nH]c5ccc(O)cc45)C(=O)O)ccc23)cc1 (stereo not given)	?	·
Cc1noc(NS(=O)(=O)c2ccc(NC(=O)COc3ccccc3)cc2)c1C	i	-24
CCOC(=O)c1[nH]c(C)c(C(=O)Nc2ccccc2F)c1C	-2%	-10
Cc1cccc(-n2ncc3c(Nc4c(C)n(C)n(-c5ccccc5)c4=O)ncnc32)c1	?	·
O=C(COC(=O)c1ccccc1F)Nc1cccnc1Cl	?	·
C=CCNC(=O)c1onc(CSc2ccc(F)cc2)c1C(=O)O	1%	2
COc1ccc(C(=O)C(C)Oc2cccc(NC(=O)c3cccc([N+](=O)[O-])c3)c2)cc1 (stereo not given)	?	·
CCCCn1cnc2c(oc3nc4c(cc32)CCCC4)c1=O	6%	20
Cc1nc2ccccc2c(=O)n1-c1ccc(NS(=O)(=O)c2cc(F)ccc2F)cc1	i	-6

compound	S3 lipid droplet	S3 lipid droplet cell count max
O=S(=O)(NCc1ccccc1)NCc1ccc(Cl)cc1Cl	?	·
O=C(NC1CCCC1)c1cc2cc(Br)ccc2o1	?	·
O=C(COc1coc(CN2CCc3ccccc3C2)cc1=O)Nc1ccc(F)cc1	?	·
COC(=O)CNC(=O)CNC(=O)c1nn(-c2ccc(OC)c(OC)c2)c(=O)c2ccccc12	?	·
CCSc1nc(=S)cc(C)[nH]1	?	·
O=c1[nH]c2ccccc2n1C1=CCCC1	?	·
O=C(NCc1ccccc1)N1CCN(c2ccc(F)cc2)CC1	3%	-11
O=S(=O)(c1ccccc1)c1nc(NCc2ccccc2)sc1Cl	?	·
O=C(CNC(=O)c1ccc(Br)cc1)c1ccccc1	?	·
Cc1ccc(-c2nc(CSCC(=O)Nc3cc(C)on3)c(C)o2)cc1	?	·
Cc1cc(Cl)c2ccc3ccccc3c2n1	4%	2
COc1ccc(Cl)cc1NC(=O)C1CC(=O)N(C2CCCCC2)C1 (stereo not given)	i	·

compound	S3 lipid droplet	S3 lipid droplet cell count max
O=C(CSc1ccc(-c2cccnc2)nn1)Nc1ccccc1F	?	·
COc1ccc(CC(=O)N(C)CC(=O)Nc2ccc(F)cc2)cc1S(=O)(=O)N1CCOCC1	-3%	-9
Cc1cccc(NC(=O)NC2CCCCCCC2)c1C	26%	-2
COc1ccc(N2CCN(C(=O)CSc3nc4ccccc4c(=O)[nH]3)CC2)cc1	i	-3
Cc1ccc(NS(=O)(=O)c2ccc(C(=O)N3CCC3)cc2)cc1	?	·
O=C(NCC(=O)N1CCOCC1)c1ccc(Cl)cc1	-22%	-7
Cc1cc(S(=O)(=O)N2CCN(CC(=O)N(C)Cc3ccccc3)CC2)ccc1Br	?	·
CCN(CCCNC(=O)CN1C(=O)COc2ccccc21)c1ccccc1	?	·
COc1ccc(-c2nn(CC(=O)N3CCCCC3)c(=O)c3ccccc23)cc1	?	·
CC(=O)Nc1cc2c(cc1NC(=O)Cn1nc(-c3ccccc3F)ccc1=O)OCCO2	14%	12
O=C(/C=C/c1ccco1)N/C(=C\c1ccco1)C(=O)NCCc1nc2ccccc2[nH]1	23%	12
COc1cc(C=O)c(Br)cc1OCC(=O)NCc1ccccc1	18%	17

compound	S3 lipid droplet	S3 lipid droplet cell count max
COc1cc(/C=N/N=C2/C(=O)Nc3ccccc32)ccc1O	10%	3
CCOC(=O)c1csc(-c2sccc2Br)n1	10%	15
COc1ccc(C(=O)NCC(=O)N/N=C/c2cccc(OC(=O)c3ccco3)c2)cc1OC	11%	-1
COc1ccc(/C(C#N)=C/c2c(-c3ccc(Cl)cc3)nc3c(C)cccn23)cc1	11%	-6
CC(C)Cn1nc(NC(=O)C2CCCO2)c2cc3ccccc3nc21 (stereo not given)	?	·
Cc1ccc(NC(=O)CCC(=O)c2ccc(Br)cc2)cc1	-7%	2
O=C(O)c1cccc(N2C(=O)c3ccc(Oc4ccc(Cl)cc4)cc3C2=O)c1	3%	18
COc1cc(OC)c(NC(=O)CCNS(=O)(=O)c2ccc3c(c2)oc(=O)n3C)cc1Cl	?	·
COc1ccc(CC(=O)Nc2nc(-c3ccncc3)cs2)cc1	?	·
COc1cc(S(=O)(=O)Nc2c(C)nn(C)c2C)ccc1NC(C)=O	?	·
COc1ccc(O)c(/C=C2/SC(=S)N(Cc3ccccc3)C2=O)c1	?	·
COc1cc(CN2CCN(CC3CC3)CC2CCO)cc(OC)c1 (stereo not given)	13%	-3

# Ordered by the number under S3 lipid droplet (largest number first): 5 of the compounds above
compound	S3 lipid droplet	S3 lipid droplet cell count max
Cc1cccc(NC(=O)NC2CCCCCCC2)c1C	26%	-2
COc1ccc(C(=O)NCC(=O)N/N=C/c2cccc(OC(=O)c3ccco3)c2)cc1OC	11%	-1
CCCCn1cnc2c(oc3nc4c(cc32)CCCC4)c1=O	6%	20
Cc1cc(Cl)c2ccc3ccccc3c2n1	4%	2
O=C(O)c1cccc(N2C(=O)c3ccc(Oc4ccc(Cl)cc4)cc3C2=O)c1	3%	18

# Remaining list, next part.
compound	S3 lipid droplet	S3 lipid droplet cell count max
COc1cccc(NC(=O)CSc2nnc(-c3cccnc3)o2)c1	?	·
Cc1nn(S(=O)(=O)N2CCOCC2)c(C)c1Br	-9%	-2
O=C1CCN(CCCc2ccccc2)CCN1[C@H](CO)Cc1ccccc1	-14%	-1
O=C1CCC([N+](=O)[O-])C(c2ccccc2F)N1 (stereo not given)	?	·
CCCCCCC(=O)NC(Nc1ccc(S(N)(=O)=O)cc1)C(Cl)(Cl)Cl (stereo not given)	?	·
CC1CC2(CC(C)(C(=O)CSc3n[nH]c(-c4ccccc4Cl)n3)OC2=O)C(=O)O1 (stereo not given)	i	7
COc1cccc(CNC(=O)c2ccc(S(=O)(=O)N3CCCC3)cc2)c1	?	·
COc1ccc(CCNC(=O)Cn2c(=O)n(-c3cc(F)ccc3F)c(=O)c3sccc32)cc1OC	?	·
CCN(CC(=O)Nc1c(F)cccc1F)C(=O)CN(C)S(=O)(=O)c1ccc(F)cc1	?	·
CCOC(=O)N1CCN(C(=O)CN(Cc2ccccc2)S(=O)(=O)c2ccc(OC)c(C)c2)CC1	?	·
O=C(NCc1ccco1)C(Cc1ccccc1)NS(=O)(=O)c1cccc2nsnc12 (stereo not given)	?	·
Cc1cc(NC(=O)CCCN2C(=O)/C(=C\c3cccs3)SC2=S)no1	3%	-11

compound	S3 lipid droplet	S3 lipid droplet cell count max
CCOC(=O)N1CCN(CC(O)COc2ccccc2[N+](=O)[O-])CC1 (stereo not given)	12%	11
Cc1cccc2sc(NNC(=O)c3ccc(S(=O)(=O)N4CCc5ccccc5C4)cc3)nc12	-6%	-5
CCn1ncc(/C=N/NC(=O)c2cc(Cl)ccc2OC)c1C	11%	21
N#Cc1ccc(CNc2cnccn2)cc1	?	·
CCOC(=O)COc1ccc(S(=O)(=O)NCCC2=CCCCC2)cc1	i	-8
O=C(COc1ccc2ccccc2c1Br)Nc1ccncc1	?	·
CCSc1nnc(NC(=O)CN2C(=O)NC3(CCCC3)C2=O)s1	?	·
CCCCCc1ccc(-c2cn(Cc3ccc4ccccc4c3)nn2)cc1	28%	18
Cn1ncc(C#N)c1NC(=O)c1cc(-c2ccccc2Cl)on1	-6%	0
O=C(O)c1cnn2c1NC(c1cccs1)CC2C(F)(F)F (stereo not given)	-1%	0
CCc1ccc(C(=O)COC(=O)CNC(=O)COc2ccccc2)cc1	-1%	-1
O=C(CN1C(=O)c2ccccc2S1(=O)=O)c1ccc2c(c1)OCCO2	6%	1

compound	S3 lipid droplet	S3 lipid droplet cell count max
COc1ccc(CNC(=O)C(C)c2ccc([N+](=O)[O-])cc2)cc1 (stereo not given)	?	·
CC(C)N1C(=O)CCC1C(=O)NCc1cccs1 (stereo not given)	1%	9
O=C(NC(=S)Nc1ccc2[nH]c(=O)[nH]c2c1)c1ccccc1F	-2%	2
CC(=O)c1ccccc1NC(=O)COC(=O)/C=C/c1cccs1	?	·
COc1cccc(C(=O)CN(C(=O)c2ccc(Cl)cc2Cl)N2C(=O)c3ccccc3C2=O)c1	?	·
COc1ccc(CNc2nc(C)c([N+](=O)[O-])c(C)c2C#N)cc1	-4%	-13
CCc1nn2c(N)c(/C=C3\C=Nc4ccccc43)c(=O)nc2s1	6%	1
NNC(=O)Cn1c(COc2ccc(Cl)cc2)nc2ccccc21	?	·
Cc1cc(C(=O)N2CCCC(C(=O)c3cccc4ccccc34)C2)nc(C)n1 (stereo not given)	3%	1
CCCc1ccc(-c2cc(C(=O)NC3=NCCS3)c3ccccc3n2)cc1	6%	-20
CC(C)(C)C(=O)NC(=S)Nc1ccc(F)cc1	-11%	-17
Cc1cc(SCC(=O)c2ccc(O)c(O)c2)nc2ccccc12	-6%	-16

compound	S3 lipid droplet	S3 lipid droplet cell count max
COCCn1c(SCC(=O)NC2CCCC2)nc2cccnc21	3%	16
NC(=O)CCn1ccc2ccccc21	?	·
CCN1C(=O)c2ccccc2S(=O)(=O)c2ccc(C(=O)NC(C)C)cc21	2%	0
C#CCOCCOCCOCCNc1nc(N2CCN(C(=O)CCCCCCCCCCNC(=O)[C@@H](CCSC)n3cc(CCO)nn3)CC2)nc(N2CCN(C(=O)CCCCCCCCCCNC(=O)[C@H](CCSC)n3cc(CCO)nn3)CC2)n1	-14%	-7
O=C(C1CCN(S(=O)(=O)c2cccc3cccnc23)CC1)N1CCc2ccccc21	-15%	-10
CSc1ccccc1OCc1cc(C(=O)N(C)Cc2ccc(C)o2)no1	?	·
O=C(CCNS(=O)(=O)c1ccc2c(c1)CCC(=O)N2)NCc1ccc2c(c1)OCO2	?	·
CN(c1ccc(C(=O)Nc2ccc3c(c2)OCCO3)cc1)S(C)(=O)=O	?	·
CC1(C)NC(=O)N(CC(=O)N2CCCC(C(F)(F)F)C2)C1=O (stereo not given)	?	·
O=[N+]([O-])c1cccc(-c2nnc3ccc4ccccc4n23)c1	0%	-11
Cc1ccc(N(C(C)C(=O)N2CCC(C)CC2)S(C)(=O)=O)cc1C (stereo not given)	?	·
CCNC(=O)CCSc1nnc(-c2ccco2)o1	?	·

compound	S3 lipid droplet	S3 lipid droplet cell count max
Cc1c(C(=O)N2CCc3ccccc32)cnn1C	-5%	-10
COc1ccc(-c2nc(SC(CC(=O)NCCO)c3cccs3)n[nH]2)cc1 (stereo not given)	?	·
COCCn1c(NCc2ccco2)nc2c1c(=O)[nH]c(=O)n2C	?	·
CCOc1cc(S(=O)(=O)NCC2CCCO2)ccc1F (stereo not given)	i	-9
CCN(CC(=O)NCCc1ccc(S(N)(=O)=O)cc1)Cc1nc2cc(OC)c(OC)cc2c(=O)[nH]1	i	·
COc1ccc(-n2nnc3c(=O)n(CC(=O)N4CCCc5ccccc54)cnc32)cc1	?	·
O=c1[nH]c(CSc2nnnn2-c2ccc(Cl)cc2)nc2ccccc12	?	·
Cc1cccc(Nc2ncnc3nc[nH]c23)c1	-1%	-12
COc1cc2c(cc1NC(=O)c1cccc([N+](=O)[O-])c1C)oc1ccccc12	-14%	14
N#CC1(NC(=O)COC(=O)c2ccccc2SCC(=O)N2CCCC2)CCCCC1	?	·
Cc1cccc(N(Cc2ccccc2)C(=O)Cc2ccc(S(=O)(=O)N3CCOCC3)s2)c1	?	·
CCOc1cc(CNCCSc2nnnn2C)cc(Br)c1OCc1ccc(F)cc1	?	·

# Source: PubChem (National Center for Advancing Translational Sciences (NCATS))
